Assay outcomes from PubChem.
GPR35 arrestin U2OS: GPR35 antagonists blocking zaprinast-driven arrestin recruitment, primary screen, imaging, U2OS, beta-arrestin-GFP, zaprinast agonist (AID 2058). G-protein coupled receptor 35 (Homo sapiens). U2OS GPR35 beta-arrestin-GFP translocation imaging, zaprinast antagonism; higher % means a stronger effect. inhibition, % at 10 µM, or IC50 in µM where a hit was titrated. 290,000 compounds, 0.052% hits;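 active = inhibition of at least 50% with at least 30 cells and total cytoplasm GFP at most 10,000,000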
NS5 inhibitors: Dengue-2 NS5 methyltransferase inhibitors, primary screen, biochemical, confirmation dose response (AID 588689); Dengue-2 NS5 methyltransferase capping enzyme assay, biochemical; higher % means a stronger effect; one-dose inhibition, % at 25 µM; IC50 in µM for titrated hits; 340,000 compounds, 0.3% hits; in the data active = a potency from the dose series
AID2073: inhibitors of Mint1-CaV2.2 protein interaction, biochemical, HTRF (AID 2073) | Voltage-dependent N-type calcium channel subunit alpha-1B (Homo sapiens) | HTRF protein-protein interaction, Mint1-CaV2.2; higher % means a stronger effect | inhibition, % at 20 µM; hits with a dose series show IC50 in µM | 290,000 compounds, 0.19% hits; in the data active = inhibition mostly above about 51%, no sharp cut-off; also: some results filed as inactive read as strong as hits
Autophagy HCS: autophagy modulators in MEF cells, primary screen, imaging, high-content, MEF GFP-LC3. calls only at 10 µM (by protocol). MEF GFP-LC3 puncta imaging; test concentration mostly 10 µM. 190,000 compounds, 0.98% hits;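 active = percentage of spot-positive cells more than 3 SD above its plate mean, without a fluorescence outlier flag or 80% toxicity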;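 also: spot-positive cell cutoff set from DMSO-treated cells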
LYP phosphatase: inhibitors of LYP phosphatase, biochemical, fluorescence intensity, uHTS (AID 1779); recombinant LYP phosphatase, fluorescence intensity; higher % means a stronger effect; 290,000 compounds, 0.054% hits; one-dose inhibition, % at 11.5 µM; IC50 in µM for titrated hits; in the data active = inhibition above about 50%;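 also: plate controls were vehicle with enzyme for no effect and no enzyme for full effect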
RSV antiviral HEp-2: RSV antiviral activity via CPE protection, HEp-2 cells, primary 10 µM value included (AID 2391); HEp-2 cells, RSV-induced CPE inhibition; higher % means a stronger effect; CPE inhibition, % at 10 µM; hits with a dose series show IC50 in µM; 310,000 compounds, 0.13% hits; in the data active = a potency from the dose series; also: strong numbers were not always called active
K1F lysis inhibition: inhibition of K1F phage lysis, E. coli UTI89, bacterial capsule biogenesis inhibitors, alamar blue (AID 488966) | E. coli UTI89 K1F phage lysis, alamar blue, 2 h; higher % means a stronger effect | one-dose inhibition, % at 100 µM; IC50 in µM for titrated hits | 340,000 compounds, 0.02% hits;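 active = phage lysis inhibition, versus mean bacterial control, above a set limit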;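 also: capsule biogenesis inhibitors block K1F phage lysis so surviving cells raise fluorescence; higher fluorescence means more inhibition of phage lysis; actives were called in the ten point dose series up to 300 µM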
WT yeast gro inh: growth inhibition of WT strain, primary screen, mitochondrial fusion inhibitor project, WT and mutant strains, chemical genetic | mitochondrial fusion phenotypic screen | inhibition, % at 10 µM | 190,000 compounds, 2.1% hits; in the data active = inhibition above about 58%; tested in S. cerevisiae
NTR1 agonist: agonists of NTR1, primary screen, imaging, U2OS cells, beta-arrestin-GFP, high content (AID 493036); 330,000 compounds, 0.17% hits; NTR1-U2OS beta-arrestin-GFP spot imaging, agonist mode; activation, % at 20 µM; Neurotensin receptor type 1 (Homo sapiens), P30989;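 active = activation at or above 40% of the spot to cytoplasm intensity ratio, with at least 20 cells analyzed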;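 also: 0% = DMSO without peptide and 100% = 100 nM NTR1 peptide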
Target sequence (P30989 whole entry, looked up): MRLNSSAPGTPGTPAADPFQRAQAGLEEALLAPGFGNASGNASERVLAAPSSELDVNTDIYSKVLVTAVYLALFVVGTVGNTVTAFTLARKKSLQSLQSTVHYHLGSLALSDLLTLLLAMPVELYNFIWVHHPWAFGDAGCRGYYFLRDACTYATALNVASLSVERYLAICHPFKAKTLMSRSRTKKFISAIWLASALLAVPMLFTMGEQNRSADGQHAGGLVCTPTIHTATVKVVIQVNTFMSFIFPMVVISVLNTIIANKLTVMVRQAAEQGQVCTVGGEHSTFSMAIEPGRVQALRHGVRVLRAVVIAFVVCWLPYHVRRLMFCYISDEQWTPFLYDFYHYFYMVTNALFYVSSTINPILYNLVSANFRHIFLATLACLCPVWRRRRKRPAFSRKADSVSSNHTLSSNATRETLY
WT yeast gro inh mutant strain: further read-out of WT yeast gro inh, marked with its call; inhibition, %; mitochondrial fusion phenotypic screen, mutant strain inhibition
Autophagy HCS cell loss 18 h: also measured in Autophagy HCS; calls as there; toxicity, %; measured here: cell loss, nuclei count;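 cell loss after 18 h compound exposure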
NTR1 agonist cell count 20 µM: also measured in NTR1 agonist; calls as there; cell count; measured here: cell count, cytotoxicity flag
Numbers without * were called inactive; i = inactive; / = not tested or not shown; [ ] = remark or other dose.

| item | molecule | GPR35 arrestin U2OS | NS5 inhibitors | AID2073 | Autophagy HCS | Autophagy HCS cell loss 18 h | LYP phosphatase | RSV antiviral HEp-2 | K1F lysis inhibition | WT yeast gro inh | WT yeast gro inh mutant strain | NTR1 agonist | NTR1 agonist cell count 20 µM |
| --- | --- | --- | --- | --- | --- | --- | --- | --- | --- | --- | --- | --- | --- |
| 1 | Cc1cccc(-c2nc3ccccc3c(=O)n2NC(=O)c2ccc([N+](=O)[O-])c(C)c2)c1 | 12.1% | / | 4.3% | i | 10.6 | 7.8% | 2.5% | 1.2% | 9.2 | -0.9 | 2.9 | 87 |
| 2 | COc1ccc(CCNC(=O)CN2CCN(c3ccccc3Cl)CC2)cc1 | -4.8% | 0.0% | -9.8% | i | -2.9 | -10.3% | 2.6% | 6.8% | 18.0 | -0.3 | -3.6 | 81 |
| 3 | O=C(NC(c1ccccc1)c1ccccc1)c1ccc(=O)[nH]n1 | -11.4% | / | -0.9% | i | -0.6 | -2.9% | -0.8% | / | 13.5 | -6.4 | -0.3 | 82 |
| 4 | COc1ccc(N2Cc3cccc(C(=O)N4CCOCC4)c3C2=O)cc1 | 6.3% | 5.6% | -0.3% | i | 11.7 | -4.0% | 1.7% | 0.1% | 10.1 | -16.3 | 0.4 | 60 |
| 5 | O=C(Nc1ccc(F)cc1)c1cccc(N2C(=O)C3C4C=CC(C5CC45)C3C2=O)c1 (centres undefined) | -10.5% | -8.0% | 6.5% | / | / | 5.5% | 11.4% | 0.1% | / | / | -0.1 | 56 |
| 6 | CSc1nc2c(c(C(F)(F)F)n1)CC(C)CC2 (centres undefined) | 1.0% | -1.7% | -10.6% | i | -0.7 | -4.2% | 0.4% | 0.4% | 4.1 | -5.6 | -0.2 | 31 |
| 7 | O=C(NCc1ccco1)c1ccccc1NC(=O)C1CC(=O)N(c2ccc(Cl)cc2)C1 (centres undefined) | 0.4% | 3.3% | 7.6% | i | -8.7 | -10.5% | 5.0% | -0.1% | 6.5 | 19.2 | -1.2 | 81 |
| 8 | Cc1ccc2cc(CN(c3ccccc3)S(=O)(=O)c3ccccc3)c(=O)[nH]c2c1 | 9.3% | -0.8% | 33.7% | / | / | 2.4% | -0.8% | 1.0%[50 µM] | / | / | 2.4 | 54 |
| 9 | CS(=O)(=O)Nc1ccccc1C(=O)c1ccccc1 | -0.1% | 4.1% | -3.5% | i | -2.9 | 4.9% | 1.3% | -0.1% | -6.2 | -46.5 | 0.2 | 89 |
| 10 | COc1cccc(NC(=O)COc2ccc(N3CC(C(=O)NCC(C)C)CC3=O)cc2)c1 (centres undefined) | -1.4% | 0.8% | -2.0% | i | -0.9 | 4.0% | 1.4% | -0.1% | 7.0 | -2.0 | -1.8 | 91 |
| 11 | COc1ccccc1NC(=O)CSC1=NC(=O)C(Cc2ccccc2)C(=O)N1 (centres undefined) | -9.3% | -7.1% | 0.5% | / | / | -1.6% | 0.8% | 0.4% | / | / | 0.0 | 38 |
| 12 | CCc1nnc(NS(=O)(=O)c2ccc(NC(=O)c3ccccc3O)cc2)s1 | 3.5% | 5.4% | 18.0% | / | / | -10.2% | 2.0% | 0.0% | / | / | -0.3 | 47 |
| 13 | CC(=O)c1cc(CN2CCC(N3CCC(C(=O)NC(C)C)CC3)CC2)cs1 | 1.6% | -10.9% | 7.3% | i | 20.8 | -8.8% | -0.5% | 0.0% | 12.7 | -0.2 | -1.3 | 97 |
| 14 | COc1ccc(NC(=O)N/C=C/c2ccco2)cc1 | -3.2% | -3.6% | 24.7% | i | -2.8 | 4.0% | -1.8% | -4.1% | -13.8 | 10.3 | -1.7 | 40 |
| 15 | CC(C)C(C(=O)NC1CCCC1)N(Cc1ccco1)C(=O)CNS(=O)(=O)c1ccccc1 (centres undefined) | -8.4% | -9.0% | -9.1% | / | / | -0.5% | 1.0% | 0.2% | / | / | 5.5 | 43 |
| 16 | O=C(CSc1nnc(CNc2cccc(Cl)c2)o1)OC1CCCCC1 | 23.8% | 7.2% | 5.6% | i | 2.0 | 1.7% | 1.3% | 0.2% | 13.6 | 5.7 | -0.9 | 73 |
| 17 | CCOc1ccc(C(C)=O)cc1CN1C(=O)c2ccccc2S1(=O)=O | 6.0% | -0.7% | 1.7% | / | / | -2.0% | 2.0% | -0.1% | / | / | -0.1 | 39 |
| 18 | CCN(CC)Cc1c(O)ccc2c(-c3ccccc3)cc(=O)oc12 | 2.7% | -4.0% | 34.8% | i | 2.3 | -8.1% | 0.5% | -0.4% | 9.3 | -0.4 | 1.1 | 84 |
| 19 | COc1cccc(C(=O)COC(=O)C2CC3CCCC(C2)C3=O)c1 (centres undefined) | / | 2.2% | / | / | / | / | -1.4% | 1.4%[50 µM] | / | / | -0.5 | 55 |
| 20 | CC1(C)CC(=O)C=C(NCc2ccco2)C1 | 1.5% | -3.5% | 29.7% | i | 12.3 | -9.9% | 4.1% | 2.1% | / | / | -1.1 | 48 |

Ordered by length of the SMILES (ascending): part of the list above
| item | molecule | GPR35 arrestin U2OS | NS5 inhibitors | AID2073 | Autophagy HCS | Autophagy HCS cell loss 18 h | LYP phosphatase | RSV antiviral HEp-2 | K1F lysis inhibition | WT yeast gro inh | WT yeast gro inh mutant strain | NTR1 agonist | NTR1 agonist cell count 20 µM |
| --- | --- | --- | --- | --- | --- | --- | --- | --- | --- | --- | --- | --- | --- |
| 20 | CC1(C)CC(=O)C=C(NCc2ccco2)C1 | 1.5% | -3.5% | 29.7% | i | 12.3 | -9.9% | 4.1% | 2.1% | / | / | -1.1 | 48 |
| 14 | COc1ccc(NC(=O)N/C=C/c2ccco2)cc1 | -3.2% | -3.6% | 24.7% | i | -2.8 | 4.0% | -1.8% | -4.1% | -13.8 | 10.3 | -1.7 | 40 |
| 9 | CS(=O)(=O)Nc1ccccc1C(=O)c1ccccc1 | -0.1% | 4.1% | -3.5% | i | -2.9 | 4.9% | 1.3% | -0.1% | -6.2 | -46.5 | 0.2 | 89 |
| 16 | O=C(CSc1nnc(CNc2cccc(Cl)c2)o1)OC1CCCCC1 | 23.8% | 7.2% | 5.6% | i | 2.0 | 1.7% | 1.3% | 0.2% | 13.6 | 5.7 | -0.9 | 73 |
| 18 | CCN(CC)Cc1c(O)ccc2c(-c3ccccc3)cc(=O)oc12 | 2.7% | -4.0% | 34.8% | i | 2.3 | -8.1% | 0.5% | -0.4% | 9.3 | -0.4 | 1.1 | 84 |
| 19 | COc1cccc(C(=O)COC(=O)C2CC3CCCC(C2)C3=O)c1 (centres undefined) | / | 2.2% | / | / | / | / | -1.4% | 1.4%[50 µM] | / | / | -0.5 | 55 |
| 17 | CCOc1ccc(C(C)=O)cc1CN1C(=O)c2ccccc2S1(=O)=O | 6.0% | -0.7% | 1.7% | / | / | -2.0% | 2.0% | -0.1% | / | / | -0.1 | 39 |
| 11 | COc1ccccc1NC(=O)CSC1=NC(=O)C(Cc2ccccc2)C(=O)N1 (centres undefined) | -9.3% | -7.1% | 0.5% | / | / | -1.6% | 0.8% | 0.4% | / | / | 0.0 | 38 |
| 13 | CC(=O)c1cc(CN2CCC(N3CCC(C(=O)NC(C)C)CC3)CC2)cs1 | 1.6% | -10.9% | 7.3% | i | 20.8 | -8.8% | -0.5% | 0.0% | 12.7 | -0.2 | -1.3 | 97 |
| 7 | O=C(NCc1ccco1)c1ccccc1NC(=O)C1CC(=O)N(c2ccc(Cl)cc2)C1 (centres undefined) | 0.4% | 3.3% | 7.6% | i | -8.7 | -10.5% | 5.0% | -0.1% | 6.5 | 19.2 | -1.2 | 81 |
| 15 | CC(C)C(C(=O)NC1CCCC1)N(Cc1ccco1)C(=O)CNS(=O)(=O)c1ccccc1 (centres undefined) | -8.4% | -9.0% | -9.1% | / | / | -0.5% | 1.0% | 0.2% | / | / | 5.5 | 43 |

Rows are unselected; about 2.6% have a hit in one of these screens.
